PHOSPHO1 inh: inhibitors of human PHOSPHO1 phosphatase; Q8TCT1; inhibition, % at 13.3 µM; AID 1565; recombinant PHOSPHO1, absorbance phosphatase assay; actives 1.1% (n = 290,000); in the data active = inhibition above about 60%
IDE cell activ: activators of human insulin-degrading enzyme in cells; P14735; HEK cells, FAbeta-B cleavage, fluorescence polarization; 0% vehicle, 100% cell-free pure enzyme wells; activation, % at 5.96 µM; actives 0.073% (n = 340,000); AID 493087;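 active = activation above the mean of all tested compounds plus 3 SD, set per screening campaign, cut at about 17% in these data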
pCIP destab: compounds decreasing mouse p/CIP protein stability. Q05BA5. F442A p/CIP-EGFP cells, EGFP fluorescence, 16 h. decrease of EGFP signal, % at 10 µM. actives 0.01% (n = 290,000). AID 1984;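 active = EGFP signal decrease of at least 30% at 10 µM or well 3 SD below plate mean, unless failing retest; inactive = the rest, including hits failing retest or dose response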; also: some compounds called inactive have numbers as strong as hits; many of its hits are not listed in these tables
Target sequence (Q05BA5 1-1403): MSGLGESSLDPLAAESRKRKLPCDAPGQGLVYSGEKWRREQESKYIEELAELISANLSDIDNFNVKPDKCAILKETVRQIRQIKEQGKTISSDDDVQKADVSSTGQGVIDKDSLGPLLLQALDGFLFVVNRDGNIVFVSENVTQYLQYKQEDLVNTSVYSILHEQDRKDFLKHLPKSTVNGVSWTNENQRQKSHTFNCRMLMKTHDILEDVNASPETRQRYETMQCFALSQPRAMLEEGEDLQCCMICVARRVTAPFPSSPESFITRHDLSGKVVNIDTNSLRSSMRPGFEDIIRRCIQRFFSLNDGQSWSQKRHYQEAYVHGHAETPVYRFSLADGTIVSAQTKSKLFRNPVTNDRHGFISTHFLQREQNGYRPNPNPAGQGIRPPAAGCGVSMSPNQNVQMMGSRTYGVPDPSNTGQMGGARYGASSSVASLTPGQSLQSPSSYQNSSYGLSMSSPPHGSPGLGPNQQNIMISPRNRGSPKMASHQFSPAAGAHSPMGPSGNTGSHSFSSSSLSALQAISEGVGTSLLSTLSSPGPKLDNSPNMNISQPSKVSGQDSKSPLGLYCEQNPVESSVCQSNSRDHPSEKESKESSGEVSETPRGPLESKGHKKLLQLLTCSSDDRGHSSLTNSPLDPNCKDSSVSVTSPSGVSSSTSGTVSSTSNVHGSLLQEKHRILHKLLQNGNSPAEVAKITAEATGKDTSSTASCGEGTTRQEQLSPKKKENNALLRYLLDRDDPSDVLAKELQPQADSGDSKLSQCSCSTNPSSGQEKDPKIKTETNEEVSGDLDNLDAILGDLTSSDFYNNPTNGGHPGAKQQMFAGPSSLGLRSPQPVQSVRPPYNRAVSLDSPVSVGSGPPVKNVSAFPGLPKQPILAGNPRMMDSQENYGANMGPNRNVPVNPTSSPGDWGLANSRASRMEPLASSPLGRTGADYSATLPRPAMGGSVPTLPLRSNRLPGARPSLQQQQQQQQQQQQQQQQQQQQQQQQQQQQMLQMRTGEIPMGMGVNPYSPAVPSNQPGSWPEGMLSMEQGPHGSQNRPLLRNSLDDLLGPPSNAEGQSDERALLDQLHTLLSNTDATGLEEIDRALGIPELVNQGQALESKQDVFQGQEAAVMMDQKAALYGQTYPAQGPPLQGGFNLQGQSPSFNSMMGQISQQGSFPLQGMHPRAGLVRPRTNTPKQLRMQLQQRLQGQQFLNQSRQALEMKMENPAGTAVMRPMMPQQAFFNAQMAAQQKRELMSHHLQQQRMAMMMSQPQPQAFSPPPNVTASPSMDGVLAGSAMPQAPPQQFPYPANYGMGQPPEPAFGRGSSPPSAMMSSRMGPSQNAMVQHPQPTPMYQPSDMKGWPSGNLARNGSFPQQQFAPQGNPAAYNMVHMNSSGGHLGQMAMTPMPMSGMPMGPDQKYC
IDE cell inh: cellular human IDE inhibition; inhibition, % at 5.59 µM; AID 434962; P14735; HEK cells, FAbetaB cleavage, fluorescence polarization; actives 0.41% (n = 320,000);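 active = percent inhibition above the average of all tested compounds plus 3 SD, set per screening campaign, cut at about 16% in these data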;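 also: IDE supplied by intact live HEK cells; FP after avidin binding of uncleaved biotin substrate so inhibition keeps polarization high; 0% = DMSO wells and 100% = 60 µM reference IDE inhibitor Ii1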
PfM18AAP inh: PfM18AAP enzyme inhibition; inhibition, % at 7.35 µM; AID 1822; actives 1.2% (n = 290,000); recombinant PfM18AAP, H-Glu-NHMec fluorogenic cleavage;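 active = inhibition above the campaign mean inhibition over all tested compounds plus 3 SD, cut at about 28% in these data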;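 also: 0% = plate median of test compound wells and 100% = 2 mM ZnCl2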
IMP-1 inh: inhibitors of Pseudomonas aeruginosa IMP-1 metallo-beta-lactamase; purified IMP-1, nitrocefin hydrolysis, epi-absorbance fluorescence; inhibition, % at 5.6 µM; actives 0.45% (n = 290,000);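 active = inhibition above the mean plus 3 SD of all compounds in the same screening run, cut at about 4.5% in these data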;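 also: 0% = IMP-1 with DMSO and 100% = DMSO wells lacking enzyme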
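Assay system: purified IMP-1; Quantity: IMP-1 0.2 nM before substrate addition; Medium: HEPES buffer pH 7.1 with ZnSO4 and Brij 35; Incubation: 15 min enzyme–compound preincubation, then 25 min nitrocefin reaction, 25 °C; Signal: fluorescence quenching readout, ex 480/em 530 nm; Controls: DMSO with and without IMP-1; Repeats: singlicate testing.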
NALP1 yeast inh: blocks the NALP1 inflammasome reconstituted in yeast. AID 2071. actives 0.61% (n = 280,000). inhibition, % at 10 µM. S. cerevisiae NALP1/ASC/caspase-1 growth, X-gal OD620, 72 h; in the data active = inhibition mostly above about 24%, no sharp cut-off; inactive = mostly below about 32%; also: some compounds called inactive have numbers as strong as hits
GPR7 antag: antagonists of human GPR7 (neuropeptides B/W receptor 1); P48145; actives 1.1% (n = 290,000); GPR7-expressing cells, fluorescence antagonist assay; inhibition, % at 4.4 µM; in the data active = inhibition above about 16%, passing the limit was not always enough;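 also: cells stimulated with the agonist NPW; 0% = agonist with vehicle and 100% = vehicle without agonist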
VIM-2 inh: inhibitors of Pseudomonas aeruginosa VIM-2 metallo-beta-lactamase; purified VIM-2, nitrocefin hydrolysis, epi-absorbance fluorescence; inhibition, % at 5.6 µM; actives 0.89% (n = 290,000); AID 1527;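 active = inhibition above the mean of all tested compounds plus 3 SD, cutoff set per screening run, cut at about 7.5% in these data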;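 also: red hydrolysis product quenches plate fluorescence so inhibitors raise well fluorescence; 0% = enzyme with DMSO and 100% = DMSO without enzyme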
The depositor's hits bear a star; x = not tested or not shown.

SMILES | PHOSPHO1 inh | IDE cell activ | pCIP destab | IDE cell inh | PfM18AAP inh | IMP-1 inh | NALP1 yeast inh | GPR7 antag | VIM-2 inh
Cc1cccn2c(=O)c3c(nc12)N1CCC(Cc2ccccc2)CC1C1(C3)C(=O)N(C)C(=O)N(C)C1=O (stereo unspecified) | -44 | -3 | -12 | -5 | -1 | -3.1 | 3 | -12 | -1.5
COc1cccc(-n2c(CN3CCOCC3)nc3ccc([N+](=O)[O-])cc3c2=O)c1 | x | 0 | 3 | -1 | 2 | -1.0 | -9 | -18 | 0.2
c1ccc(C2=NP(N3CCOCC3)(N3CCOCC3)=NC(N3CCOCC3)=N2)cc1 | -11 | x | 2 | x | 3 | 2.6 | 11 | -9 | -1.8
CC1=C(C(=O)O)N2C(=O)C(NC(=O)Cc3ccccc3)C2SC1 (stereo unspecified) | 9 | -6 | -2 | -2 | 48* | -1.6 | x | -1 | 1.3
CCN(CC)CCN=C(C)c1c(O)n(-c2ccccc2OC)c(=O)[nH]c1=O | 5 | 3 | -11 | 7 | -1 | -3.6 | -22 | -9 | 0.7
O=C(C(=O)N1CCOCC1)c1cn(Cc2c(F)cccc2Cl)c2ccccc12 | -10 | -1 | 17 | 6 | -4 | -0.9 | 2 | 0 | -0.1
CC(=NCCN1CCCCC1)c1c(O)n(-c2ccc(Cl)cc2)c(=O)[nH]c1=O | 6 | -1 | -4 | 0 | 4 | -2.1 | 19 | -4 | -3.1
CCN1CCC2(CC1)NC(=O)c1ccccc1O2 | -13 | -1 | -4 | 2 | 3 | -2.2 | -7 | -14 | -2.8
Cc1cc(OCC(=O)NCc2ccncc2)c2c3c(c(=O)oc2c1)CCC3 | 18 | 2 | 7 | -2 | 0 | -2.5 | 15 | -5 | 72*
ON1C2CCCCC2N(O)C1c1ccccc1F (stereo unspecified) | 25 | 4 | -8 | 3 | 8 | 0.1 | 6 | -3 | 2.5
CN1CCN(c2nc(N(C)C)oc(=O)c2C#N)CC1 | 20 | 3 | -3 | 5 | 0 | -3.0 | -12 | 0 | -2.8
Cc1cc(C(=O)N2CCC3(CC2)OCCO3)cs1 | 24 | -3 | -7 | 5 | 4 | -3.5 | 38 | -18 | 2.1

Sorted by formula weight (lowest first): some entries from above
SMILES | PHOSPHO1 inh | IDE cell activ | pCIP destab | IDE cell inh | PfM18AAP inh | IMP-1 inh | NALP1 yeast inh | GPR7 antag | VIM-2 inh
ON1C2CCCCC2N(O)C1c1ccccc1F (stereo unspecified) | 25 | 4 | -8 | 3 | 8 | 0.1 | 6 | -3 | 2.5
CC(=NCCN1CCCCC1)c1c(O)n(-c2ccc(Cl)cc2)c(=O)[nH]c1=O | 6 | -1 | -4 | 0 | 4 | -2.1 | 19 | -4 | -3.1
O=C(C(=O)N1CCOCC1)c1cn(Cc2c(F)cccc2Cl)c2ccccc12 | -10 | -1 | 17 | 6 | -4 | -0.9 | 2 | 0 | -0.1

Following part.
SMILES | PHOSPHO1 inh | IDE cell activ | pCIP destab | IDE cell inh | PfM18AAP inh | IMP-1 inh | NALP1 yeast inh | GPR7 antag | VIM-2 inh
COCCCn1c(N)c(C(=O)Nc2ccccc2)c2nc3ccccc3nc21 | 36 | x | -9 | 6 | 0 | -2.6 | 33 | -13 | -2.9
CCN1CCN(Cc2nc3ccc([N+](=O)[O-])cc3c(=O)n2-c2ccccc2F)CC1 | 38 | -2 | -12 | -2 | 0 | 0.0 | 17 | 4 | 2.2
COc1ccc(N=C(C)c2c(O)n(C)c(=O)n(C)c2=O)c(OC)c1 | 0 | 0 | -21 | 0 | -3 | -3.5 | 5 | -8 | -1.6
Cc1ccccc1-c1nc(CS(=O)CC(=O)N2CCC3(CC2)OCCO3)c(C)o1 (stereo unspecified) | 30 | 0 | -31 | 5 | 7 | 4.0 | -4 | 2 | 0.8
COC1=CCC2([N+](=O)[O-])CN(C)CC1([N+](=O)[O-])C2 (stereo unspecified) | -1 | 1 | -2 | -1 | 1 | -2.9 | 23 | -10 | -0.6
c1ccc2c(CN3CCCCC3)c[nH]c2c1 | 10 | 0 | -17 | 0 | -8 | -3.7 | 36 | 0 | -3.0
Cc1cccc(CCNCc2cc3cccc(C)c3[nH]c2=O)c1 | 24 | -2 | 1 | x | 16 | -3.6 | 10 | -6 | 0.7
Cc1nn(C2CCOC(C)(C)C2)c2c1C(c1ccc(OC(C)C)cc1)SCC(=O)N2 (stereo unspecified) | 30 | -1 | 4 | 1 | 0 | 0.0 | 8 | -1 | -0.1
NC(=O)CN1CC(c2ccccc2)CC1=O (stereo unspecified) | -18 | 5 | -5 | 0 | -3 | 0.2 | 4 | 10 | -0.6
CC/C(=N\NC(N)=O)c1c(O)[nH]c(=O)[nH]c1=O | 23 | 12 | 2 | -1 | 6 | -2.8 | x | -23 | -2.4
N=C1c2ccccc2CN1NC(=O)c1ccc(Br)cc1 | -24 | -1 | -13 | 0 | -4 | -2.5 | 24 | 13 | -1.1
COc1ccc(C(=O)CN2CCCCC2)cc1 | 4 | -5 | -7 | 2 | -8 | -2.8 | 4 | -14 | -0.5
CC(=O)C1C2c3ccccc3OC1(C)N=c1s/c(=C/c3cnn(C)c3)c(=O)n12 (stereo unspecified) | 6 | 0 | -10 | 3 | 10 | -2.8 | -10 | 10 | -2.1
Nc1c(C(=O)OCC2CCCO2)c2nc3ccccc3nc2n1Cc1cccs1 (stereo unspecified) | 21 | 1 | -17 | 1 | 9 | -3.7 | -9 | 8 | -3.4
CCC(=NCc1cccnc1)c1c(O)n(-c2ccccc2)c(=O)[nH]c1=O | 32 | x | -7 | 7 | -8 | 0.0 | x | -3 | -2.0
CC(=NCc1ccco1)c1c(O)n(-c2ccccc2)c(=O)[nH]c1=O | -113 | -2 | -4 | 2 | 1 | -0.1 | -2 | 18 | 2.1
CCN1CCN(Cc2cc(Br)ccc2O)CC1 | 12 | 4 | 2 | -4 | 19 | -2.6 | 43* | 10 | -1.5
Fc1ccccc1CCNCc1cccc2ccccc12 | -12 | 7 | -15 | -4 | 3 | -1.9 | 42 | 9 | -3.3
CCc1nc(N2CCNCC2)c(C#N)c2c1CSC(C)(C)C2 | 19 | 3 | 5 | 1 | -4 | -2.0 | 22 | 11 | -1.8
O=C1NC(=O)N(Cc2ccc(F)cc2)C(=O)/C1=C\c1ccc(N2CCCC2)cc1 | 33 | -3 | -18 | 8 | 0 | -1.7 | 12 | -3 | 1.4
CCN(CC)c1ccc(CNCCc2ccccc2F)cc1 | -9 | 4 | 10 | -3 | -1 | -0.8 | -14 | 7 | -2.0
C1=C(CCNCc2ccccc2)CCCC1 | 7 | 3 | -9 | 6 | 4 | -5.5 | 2 | -9 | -5.2
O=[N+]([O-])c1cc2c(cc1CNCCc1ccc3c(c1)OCO3)OCO2 | 12 | 9 | -7 | 1 | 9 | -2.6 | 24 | -6 | -0.6
C[N+]1(C)[C@@H]2CC[C@H]1CC(OC(=O)[C@@H](CO)c1ccccc1)C2 (stereo partly specified) | 23 | -3 | -10 | -3 | 44* | -2.5 | -1 | -13 | -1.2
CCN(CC)CCNCc1nc2ccccc2c(=O)n1-c1ccc(F)cc1 | 0 | 1 | -4 | 5 | -1 | -3.8 | 2 | -4 | -1.2
C=CCn1c(O)c(C=Nc2ccc(F)cc2)c(=O)[nH]c1=O | 14 | 2 | -3 | 4 | -1 | -1.9 | 13 | -7 | -1.4
COc1ccc(CNCCc2c(C)[nH]c3ccc(OC(F)(F)F)cc23)c(OC)c1 | 38 | 1 | -26 | 7 | -4 | -3.2 | 3 | 52* | -2.4
O=c1[nH]cc(COCC(F)(F)C(F)(F)C(F)(F)F)c(=O)[nH]1 | 16 | 4 | -13 | 1 | -6 | -0.5 | 3 | 0 | 0.4
COc1ccc(C[C@@H]2c3cc(O)c(OC)cc3CCN2C)cc1O | 16 | 2 | 5 | 0 | 1 | -3.6 | 22 | -6 | -4.8
CCc1cccc(C)c1NC(=S)N1CC2CC(C1)c1cccc(=O)n1C2 (stereo unspecified) | 3 | 0 | -5 | -1 | -4 | -3.8 | 27 | 4 | -2.2
COc1ccc(CCn2c(O)c(C=NCc3ccc4c(c3)OCO4)c(=O)[nH]c2=O)cc1OC | 7 | 3 | -2 | -1 | -1 | 1.1 | 4 | -4 | -1.7
O=C(O)C1C2CCC(O2)C1C(=O)Nc1cccc(Br)c1 (stereo unspecified) | x | 1 | 2 | 2 | -8 | -0.9 | -19 | -13 | -2.3
C=CCN1C(=O)/C(=C/c2cccs2)C(=O)NC1=S | 4 | -4 | -11 | 6 | -3 | -3.3 | 21 | -6 | -1.2
CC(=O)NNC(=O)CN1C(=O)CN=C(c2ccccc2)c2cc(Br)ccc21 | 9 | 4 | 0 | -4 | -12 | -1.4 | 7 | 7 | 0.8
Cc1ccc(C)c(OCC(=O)N2CCN(Cc3ccc4c(c3)OCO4)CC2)c1 | -8 | 3 | 1 | 4 | 5 | -2.2 | 2 | 6 | -3.0
Cc1ccc(S(=O)(=O)Nc2cc(C(=O)N3CCC4(CC3)OCCO4)ccc2N2CCCCC2)cc1 | 11 | -1 | -12 | 4 | -2 | -2.6 | -28 | -9 | -1.7

4 entries from above in a different format.
Compound,PHOSPHO1 inh,IDE cell activ,pCIP destab,IDE cell inh,PfM18AAP inh,IMP-1 inh,NALP1 yeast inh,GPR7 antag,VIM-2 inh
COc1ccc(CCn2c(O)c(C=NCc3ccc4c(c3)OCO4)c(=O)[nH]c2=O)cc1OC,7,3,-2,-1,-1,1.1,4,-4,-1.7
O=c1[nH]cc(COCC(F)(F)C(F)(F)C(F)(F)F)c(=O)[nH]1,16,4,-13,1,-6,-0.5,3,0,0.4
CCN(CC)CCNCc1nc2ccccc2c(=O)n1-c1ccc(F)cc1,0,1,-4,5,-1,-3.8,2,-4,-1.2
Cc1ccc(S(=O)(=O)Nc2cc(C(=O)N3CCC4(CC3)OCCO4)ccc2N2CCCCC2)cc1,11,-1,-12,4,-2,-2.6,-28,-9,-1.7

(cont.)
SMILES | PHOSPHO1 inh | IDE cell activ | pCIP destab | IDE cell inh | PfM18AAP inh | IMP-1 inh | NALP1 yeast inh | GPR7 antag | VIM-2 inh
CCOP(=S)(OCC)C(O)CCCCCn1c(=O)c(F)cn(C2CCCO2)c1=O (stereo unspecified) | 19 | -1 | -1 | 3 | 1 | -3.4 | 7 | -10 | -1.4
CC(C)OCC(O)CN1CC2C[C@@H](C1)Cn1c2cccc1=O (stereo partly specified) | 28 | 1 | -5 | 4 | -1 | -3.2 | -9 | -2 | -2.2
O=C(CN1CCCC1)Nc1ccc(Cl)cc1C(=O)c1ccccc1 | 32 | 0 | 16 | 3 | 3 | -1.7 | 12 | -10 | -2.5
CCCc1nc2ccc(Br)cc2c(=O)n1-c1ccc([N+](=O)[O-])c(C(F)(F)F)c1 | -14 | -4 | -7 | 0 | -2 | -3.8 | 15 | -5 | 0.6
O=[N+]([O-])c1cccc(C2N3CCCN23)c1 (stereo unspecified) | -16 | 0 | -8 | 0 | -6 | -2.4 | -3 | -2 | -1.1
COc1cc(C)c(CNCCc2c[nH]c3ccccc23)cc1C | 24 | -2 | 5 | 5 | -6 | -1.9 | 28 | 38* | 0.2
CCN(CC)P(=O)(/C=C(\Cl)c1ccccc1)/C=C(\Cl)c1ccccc1 | 16 | 3 | 9 | 6 | -6 | -0.5 | -8 | -1 | -0.3
CC(=O)OC1(Cc2ccccc2)CN2CCC1c1ccccc12 (stereo unspecified) | 7 | -3 | 6 | 6 | 0 | -3.6 | 3 | 3 | -2.2

These rows are one share of the data; the hit share may differ from the screen's.
